HIF-2a block = HIF-2a reporter inhibitors, primary screen, luminescence, 786-0 RCC cells; 786-0 RCC cells HIF-2a reporter, luciferase luminescence, overnight; inhibition, % at 18.8 µM; 360,000 tested, 0.72% active;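 active means inhibition of the luminescence signal of 40% or more relative to plate controls, in a single-dose primary screen at 18.75 µM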
Shn3 3UTR inh = reduction of Shn3 3'UTR firefly luciferase signal, primary screen, Schnurri-3 inhibitor project, cell-based, Clone20 osteoblasts, set 2 | Clone20 osteoblast Shn3 3'UTR firefly luciferase, 24 h | inhibition, % at 12.5 µM | 360,000 tested, 0.52% active | AID 588674, 2011;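 active means mean inhibition of at least 75% with every replicate also reaching 75%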;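 further: 0% = median of neutral control wells and 100% = pilot-screen positive control compound; some compounds past the cut are filed as inactive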
hiPSC survival = enhancers of single-cell hiPSC survival, primary screen, ATPlite luminescence; 100% = ROCK inhibitor wells, 0% = DMSO; survival enhancement, % at 20 µM; 360,000 tested, 0.044% active; AID 602274, 2012; in the data active means survival enhancement above about 18%;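 further: cells exposed to compounds for 16 hours before the ATP read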
CaV13 FRET inh = Primary screen for inhibitors of IQ motif and Ca2+-dependent inactivation inhibitor domain binding in CACNA1D, Förster resonance energy transfer in living cells, …; HEK cells, CFP/YFP FRET ICDI-IQ, plate reader, 10 min; percent FRET-ratio fall versus neutral wells; inhibition, % at 12.3 µM; 340,000 tested, 0.098% active;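 active means mean replicate inhibition of at least 30% and at least 1% of replicates passing that level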;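 further: 0% = median of the neutral control wells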
HTR2A ag = mouse Htr2a agonists via beta-arrestin recruitment, primary screen, cell-based, luminescence | 5-hydroxytryptamine receptor 2A (Mus musculus), P35363 | CHO-K1 mHTR2A beta-arrestin complementation; percent of 30 µM serotonin response | activation, % at 7.6 µM | 360,000 tested, 0.66% active | AID 624169, 2012;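 active means activation above a run cutoff, the mean activation of all tested compounds plus 3 SD, cut at about 14% in these data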;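 further: 0% = plate median of compound wells and 100% = 30 µM serotonin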
Peg3 prom inh = Peg3 promoter-driven luciferase inhibitors, primary screen, cell-based, HeLa, luciferase luminescence; inhibition, % at 20 µM; HeLa PEG-Prom luciferase reporter, overnight; 360,000 tested, 1.7% active;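 active means inhibition of at least 50% at 20 µM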
NR2E3 ag-1 = NR2E3 agonists in two-hybrid cells, primary screen, cell-based, luminescence, CHO-S, Gal4-NCOR/VP16-NR2E3; Photoreceptor-specific nuclear receptor (Homo sapiens), Q9Y5X4; luciferase; inhibition of corepressor binding, % at 3.98 µM; 360,000 tested, 0.35% active; AID 602229, 2012;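 active means inhibition above the mean of all tested compounds plus 3 SD, cut at about 70% in these data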;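 further: 0% = DMSO with NR2E3 transfected cells and 100% = cells lacking NR2E3 construct; higher means lower luciferase signal from less NR2E3 corepressor binding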
Target sequence (Q9Y5X4 whole entry, looked up, the tested form may be a part): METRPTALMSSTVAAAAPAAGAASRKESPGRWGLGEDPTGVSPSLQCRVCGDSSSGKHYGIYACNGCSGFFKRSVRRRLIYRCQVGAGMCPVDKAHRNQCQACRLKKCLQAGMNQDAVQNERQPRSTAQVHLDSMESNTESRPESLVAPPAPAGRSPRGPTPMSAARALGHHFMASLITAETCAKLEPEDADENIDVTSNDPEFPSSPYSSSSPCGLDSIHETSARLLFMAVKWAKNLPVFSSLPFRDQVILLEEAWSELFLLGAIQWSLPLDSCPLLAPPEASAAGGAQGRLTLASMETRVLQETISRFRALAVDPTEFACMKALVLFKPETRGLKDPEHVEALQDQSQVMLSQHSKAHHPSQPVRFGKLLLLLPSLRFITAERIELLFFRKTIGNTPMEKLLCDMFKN
PDI inh = inhibitors of human PDI, primary screen, biochemical, turbidity, single point, plate reader; Protein disulfide-isomerase (Homo sapiens), P07237; PDI insulin aggregation turbidity, A650, 90 min; inhibition, % at 10 µM; 350,000 tested, 0.052% active; AID 588391, 2011;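 active means mean inhibition across replicates of 30% or more, whatever share of single replicates reach that level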;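 further: absorbance from insulin aggregation driven by PDI reduction with DTT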
Target sequence (P07237 whole entry, looked up): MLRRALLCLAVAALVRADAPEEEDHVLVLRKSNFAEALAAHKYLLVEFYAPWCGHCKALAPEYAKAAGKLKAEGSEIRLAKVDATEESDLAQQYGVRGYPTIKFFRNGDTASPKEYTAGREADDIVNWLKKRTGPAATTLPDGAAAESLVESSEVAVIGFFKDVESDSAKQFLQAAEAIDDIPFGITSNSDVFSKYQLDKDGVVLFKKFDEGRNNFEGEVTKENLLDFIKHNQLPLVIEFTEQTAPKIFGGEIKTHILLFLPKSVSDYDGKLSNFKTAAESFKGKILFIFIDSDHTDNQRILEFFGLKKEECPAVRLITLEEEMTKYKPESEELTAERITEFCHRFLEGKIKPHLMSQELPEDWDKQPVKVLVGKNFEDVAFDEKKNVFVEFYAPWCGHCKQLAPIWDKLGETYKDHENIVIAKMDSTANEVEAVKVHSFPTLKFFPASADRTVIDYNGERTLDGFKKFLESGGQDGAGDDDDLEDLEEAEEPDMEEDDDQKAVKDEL
MITF TRPM1 inh = inhibitors of MITF-dependent TRPM1 promoter reporter, primary screen, cell-based, SK-MEL-5, single point, luciferase; SK-MEL-5 TRPM1 promoter luciferase, 24 h; inhibition, % at 12.5 µM; 330,000 tested, 0.83% active;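 active means mean inhibition across replicates of 60% or more, whatever share of single replicates reaches that level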; further: values of inactives mirror those of a sister screen read the other way
NR2E3 ag-2 = inhibitors of NR2E3-RetCOR corepressor binding, primary screen, NR2E3 agonist project, biochemical, TR-FRET, GST-NR2E3, biotin-RetCOR; Photoreceptor-specific nuclear receptor (Homo sapiens), Q9Y5X4; 1536-well; inhibition of corepressor binding, % at 4.78 µM; 320,000 tested, 0.12% active; AID 2300, 2010;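 active means percent inhibition above the cutoff of mean plus 3 SD of all tested compounds, set per screening campaign, cut at about 20% in these data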;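 further: 0% = DMSO wells and 100% = biotin wells as full block of FRET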
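Material: NR2E3–RetCOR corepressor complex | Quantity: 1.35 nM GST-tagged NR2E3 final | Schedule: 5 h at 4 °C | Replication: Singlicate compound wells | Reagent: RetCOR corepressor, biotinylated, 7 nM | Controls: Biotin wells as high control, 0.6% DMSO wells as low control | Signal: TR-FRET, Eu(K)-anti-GST donor, streptavidin-D2 acceptor, ex 340, em 617/671 nm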
Cardio protect = cardioprotection against H2O2-induced cell death, primary screen, uHTS, H9c2 cells, ATPLite luminescence | protection from H2O2 cell death, % at 20 µM | H9c2 cardiomyocytes, H2O2 injury protection, 2 h | 360,000 tested, 0.63% active;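 active means compounds giving at least 50% protection of heart cells from peroxide-induced death in the single-dose screen, raw or plate-pattern-corrected value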;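 further: 0% = DMSO wells with peroxide and 100% = DMSO wells without peroxide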
* marks the source's active call; other numbers are inactive results; nt = not tested or not shown.

SMILES	HIF-2a block	Shn3 3UTR inh	hiPSC survival	CaV13 FRET inh	HTR2A ag	Peg3 prom inh	NR2E3 ag-1	PDI inh	MITF TRPM1 inh	NR2E3 ag-2	Cardio protect
COc1cc(/C=N/NC(=O)c2ccncc2)ccc1OCCN1CCCCC1	-45	-3	1.3	-7	-1	-7	-9	1	-22	-1	9
Cc1cc(C)cc(OC(=O)CCN2C(=O)c3ccccc3C2=O)c1	-4	-9	2.2	-8	7	9	9	8	1	-5	1
O=C(c1ccc(Oc2ccc([N+](=O)[O-])cc2)cc1)N1CCCCCC1	-19	73	0.3	-3	3	6	23	-2	9	-7	-19
COC(=O)c1c(C)[nH]c(C(=O)CSc2ncnc3sc(-c4ccccc4)cc23)c1C	2	31	0.4	-10	1	-25	-1	-6	7	0	-3
Cn1c(=O)cc(SCC(=O)N2CCOCC2)c2ccc(Cl)cc21	-3	10	-2.7	-5	1	-2	16	-10	5	-4	1
CCCCn1c(C(C)NC(=O)c2cccs2)nc2ccccc21 (stereo not drawn)	12	38	-1.2	-5	-1	14	-18	-5	5	1	-4
CCN(Cc1cnn(C)c1)C(=O)CC1C(=O)NCCN1Cc1cccc(OC)c1OC (stereo not drawn)	18	6	-1.8	7	9	-15	8	0	1	4	3
C=CCO/N=C/C1C(=O)CC(C)(C)CC1=O	11	-2	2.5	-10	4	7	17	0	1	-1	3
O=C(NC1CCCCC1)C(c1ccncc1)N(C(=O)c1csnn1)c1ccccc1 (stereo not drawn)	5	-8	0.6	-3	-3	-4	-6	10	-6	2	6
COc1cc2cc(CN(Cc3cccnc3)C(=O)Nc3ccccc3)c(=O)[nH]c2cc1OC	25	-2	3.5	-2	1	26	-23	1	4	4	36
CCCC1(CCC)NC(=O)N(CC(=O)Nc2ccccc2OC)C1=O	17	2	-2.5	-5	0	1	-1	-5	4	3	-2
O=C(NC1CCCC1)c1cc2c(ccc3ccccc32)o1	-240	-49	-0.4	-7	-7	-304	-123	-1	-60	2	-12
Nc1ccc2nc[nH]c2c1	8	52	1.2	-5	3	6	-6	1	6	1	-16
Cc1ccc(N2CCOCC2)c2c1C(=O)c1ccccc1C2=O	22	2	0.1	-14	-1	-1	13	2	5	-5	1
c1ccc2c(c1)nc(N1CCOCC1)c1nnnn12	-82	-18	0.4	-3	8	-48	-29	nt	-11	4	10
CCCS(=O)(=O)N1CCN(Cc2ccccc2OCC)CC1	15	-16	-1.7	4	-1	21	-9	-4	12	1	-3
COCCNC(=S)NC1CC2CCCC(C1)N2Cc1ccco1 (stereo not drawn)	8	-11	4.5	nt	4	19	-10	14	-4	0	4
O=C(CSc1nc2ccccc2c(=O)n1Cc1ccco1)N1CCCC1	22	1	-0.6	-3	3	12	-9	-6	2	-3	2
CCCc1[nH]nc2c1C(c1ccc(O)cc1OCC)C(C#N)=C(N)O2 (stereo not drawn)	23	-3	-2.9	nt	2	11	29	0	7	3	-1
CCCCN(CC)CCNC(=O)c1cc2c(=O)n(C)c3ccccc3c2n1C	6	8	0.2	-2	5	-24	3	nt	-24	2	6
CCCOc1c(Br)cc(C(=O)NCC)cc1OC	9	6	1.4	-6	-4	8	-6	-16	8	-1	-20
O=C(Nc1cccc(-c2csc(Nc3ccccc3)n2)c1)c1ccccc1	-274	-120	-2.4	-5	-6	-136	-58	-3	-100	1	-6
COc1ccc(CNC(=O)CN(CC2CCCO2)C(=O)CNS(=O)(=O)c2ccc(C)cc2)cc1 (stereo not drawn)	10	-5	-2.0	0	4	13	-30	-10	-2	0	3
CCN(CC)C(=O)CN1C(=O)C(=O)c2ccccc21	5	1	2.2	-5	5	2	-13	-5	0	2	-4
Cc1ccccc1NC(=S)Nc1ccc2[nH]c(=O)[nH]c2c1	-13	-22	0.2	-14	7	-9	-31	0	2	2	0
COc1ccc(C(=O)NCC(=O)OCC(=O)Nc2sccc2C#N)cc1OC	-48	-16	0.2	-3	0	-30	-9	8	8	2	6
C[C@H](c1ccccc1)N1C[C@@H](COCc2ccccc2)Oc2cc(N3CC[C@@H](N(C)C)C3)ccc2S1(=O)=O	3	nt	0.3	-7	-2	nt	-25	nt	nt	nt	nt
COc1ccc(/C=N/NC2=NS(=O)(=O)c3ccccc32)cc1	10	-1	-0.8	-3	-2	11	-10	-1	-6	-2	4
COc1ccc(C(=O)C2CCN(C(=O)c3ccc(OC)cc3)CC2)cc1	-5	17	-0.4	2	0	25	-18	5	14	4	0
O=C(O)CSc1nnc(C2CC2)n1-c1ccccc1	11	1	-1.5	-4	-2	4	3	3	-3	4	6
COc1ccc(S(=O)(=O)N2CCCC(C(=O)N3CCOCC3)C2)cc1C (stereo not drawn)	-4	3	-3.8	0	2	10	-8	-3	4	-2	0
O=[N+]([O-])c1ccc(N2CCN(CCO)CC2)cc1NCc1ccco1	3	-9	1.9	-6	-4	-54	-22	-11	-9	3	7
O=C(COC(=O)c1cccnc1Cl)Nc1ccc(N2CCOCC2)cc1	-14	-12	0.2	-5	7	-7	13	-3	nt	nt	2
CC(C)(C)n1nc2c(c1NC(=O)c1ccc(S(=O)(=O)N3CCCC3)cc1)CSC2	-8	-1	2.9	-9	3	7	-18	5	7	1	4
CCOc1ccc(NC(=O)Cc2cccc3ccccc23)c([N+](=O)[O-])c1	19	16	-1.5	-5	3	31	-11	-8	2	-1	8
Cc1ccc(S(=O)(=O)N2CCNC(=O)CC2)cc1	9	17	-0.5	2	2	7	-19	-1	-3	-2	4
C=CCOC(=O)C1=C[C@H](c2ccc3c(c2)OCO3)C[C@H](OCCCCO)O1	-7	-25	-1.1	-5	10	-18	-40	2	-10	1	13
COc1cc(CC(=O)OCC(=O)N2CC(C)CC(C)C2)cc(OC)c1OC (stereo not drawn)	8	1	-0.1	-4	-4	16	3	-6	-1	0	10
Cc1ccc2c(c1)nnn2C1CCN(S(=O)(=O)c2ccc(C(=O)O)cc2)CC1	11	5	-0.6	-1	-9	3	-20	6	-13	0	3
O=C(CNC(=O)c1ccc(Cl)cc1)OCC(=O)c1ccc2c(c1)OCCO2	-8	-7	-1.3	-4	-5	-15	-12	12	4	-6	-10
CC1(C)Cc2c(sc3nc(N/N=C/c4ccccc4)[nH]c(=O)c23)CO1	-40	7	-2.1	-5	4	5	-23	6	-3	-2	5
CC1(C(=O)O)CCCN1C(=O)c1cccc(C(F)(F)F)c1 (stereo not drawn)	1	59	1.6	-9	8	-2	-19	-1	nt	nt	-6
Cc1ccc(N=C2CCCN2Cc2ccccc2)c(C#N)c1	-120	-11	-1.6	-9	3	-72	-33	-2	-25	2	-11
COc1ccc2c(-c3ccccc3)cc(=O)[nH]c2c1	-44	-9	-1.1	-7	-2	2	-3	-2	-4	-4	-7
O=C(CNS(=O)(=O)c1ccc(Br)s1)NC1CCCc2ccccc21 (stereo not drawn)	12	-3	1.6	3	-2	11	1	-5	9	3	1
CN1CCN(C2=C(Cl)C(=O)N(C3CCCCC3)C2=O)CC1	16	12	0.2	-6	-2	-15	4	9	8	0	0
COc1ccc(-c2ccnc3nc(-n4cccc4)nn23)cc1	-12	16	-2.6	-5	3	17	-15	0	-17	0	-1
CCOC(=O)C1CCCN(C(=O)c2ccccc2Oc2ccccc2)C1 (stereo not drawn)	-1	-2	1.5	-3	1	13	5	0	2	3	-4
CCCN(CC(=O)Nc1ccccc1OC)C(=O)c1ccc(S(=O)(=O)NCc2ccco2)cc1	13	2	-0.6	-5	-2	10	0	0	7	-2	-3
O=C(CCNS(=O)(=O)c1ccccc1C(F)(F)F)NCCCc1ccccc1	4	-13	-0.1	-2	-3	-1	8	1	-3	-3	-1
O=C(O)c1cc(NS(=O)(=O)c2ccc3ccccc3c2)ccc1O	6	-7	-0.6	-4	-5	0	8	-2	-5	1	5
COc1ccc(-c2cn3cc(Br)cnc3n2)cc1	-253	-120	0.9	-5	5	-183	-63	-1	-71	11	-4
CC(C)C[C@@H](CN1CCC[C@H]1CN1C(=O)C(=O)NC[C@@H]1Cc1ccc(O)cc1)N1C[C@H](Cc2ccccc2)N(CCc2ccccc2)C(=O)C1=O	2	nt	1.4	-7	-4	nt	-22	nt	nt	nt	nt
Cc1cc(N2CCOCC2)nc2ccccc12	-1	-38	5.4	nt	4	-42	-8	-2	-27	0	6
CC(Oc1ccc(F)cc1)C(=O)N(CCC1=CCCCC1)c1c(N)n(Cc2ccccc2)c(=O)[nH]c1=O (stereo not drawn)	21	82	-0.4	-6	-5	13	-47	-4	13	3	2
O=C(COc1ccccc1)N1CCN(C(=O)COc2ccccc2)CC1	9	6	-0.4	nt	-6	3	18	-23	2	2	14
CC1(C(=O)Nc2cccc3cccnc23)CCN1Cc1csc2ccccc12 (stereo not drawn)	5	25	-1.7	-6	-3	1	-18	-2	nt	nt	-5
Cc1ccc(CNC(=O)c2cc3c(=O)n4ccccc4nc3n(Cc3ccco3)c2=N)cc1	3	12	-0.3	nt	-5	-8	-4	-8	10	1	-13
CCN(CC)S(=O)(=O)c1ccc(N2CCN(C)CC2)c(NC(=O)CN2C(=O)NC3(CCCCC3)C2=O)c1	4	-4	-0.2	-5	-5	7	-18	-6	3	nt	5
CC1CCCC(C)N1S(=O)(=O)c1ccc(NC(=O)CCn2cnc3ccccc3c2=O)cc1 (stereo not drawn)	9	6	-1.1	-8	5	22	-2	-6	-9	1	-2
O=C(O)c1ccc(CNCc2ccc(F)cc2)cc1	5	-17	1.5	-4	1	-6	-37	0	0	1	-2
O=C(NCc1ccc(F)cc1)c1ccncc1	25	0	-0.3	-19	7	10	7	11	11	2	-1

Screens as filed in PubChem BioAssay.
